Source: PubChem
PAX8 inh HTS – inhibitors of PAX8 transcriptional activity in RMG-I cells; RMG-I TPO-luciferase reporter, SteadyGlo, 24 h; inhibition, % at 12.6 µM; 360,000 tested, 1.2% active; AID 652154;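 active means mean replicate inhibition at least 60% with every replicate also reaching 60%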;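 further: luciferase light reporting Pax8 driven TPO promoter activity; plate controls were median of neutral control wells for no effect and mitoxantrone controls for full effect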
EWS-Fli inh – blocks EWS/Fli oncoprotein-driven transcription | AID 651661 | inhibition, % at 12.6 µM | 350,000 tested, 0.67% active | A673 NR0B1-luciferase reporter, viability-normalised;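 active means mean inhibition of at least 50% after viability correction, with every replicate also passing that limit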;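 further: firefly luciferase signal divided by Alamar Blue viability fluorescence both relative to DMSO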
FN deposit inh – fibronectin deposition inhibition | 350,000 tested, 0.086% active | AH1F fibroblasts, Alexa488-fibronectin deposition fluorescence, overnight | inhibition, % at 12.6 µM;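 active means mean inhibition across replicates of 30% or more, regardless of how many single replicates reach that level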;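 further: positive control wells lacked labelled fibronectin entirely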
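Schedule: 1 h cell adhesion before compound, then overnight fibronectin incubation; test system: AH1F fibroblast monolayer depositing Alexa488-labelled fibronectin into matrix; quantity: 10000 AH1F cells per well; probe or stimulus: fluorescent fibronectin at 24 nM final; signal: fluorescence, ex 485 nm, em 525 nm; evaluation: percent inhibition as loss of matrix-bound fibronectin fluorescence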
ERAP1 inh – inhibitors of human ERAP1 aminopeptidase. recombinant ERAP1, Leu-AMC fluorescence, 60 min. Q9NZ08. 340,000 tested, 0.15% active. inhibition, % at 10.7 µM;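 active means mean replicate inhibition of at least 30%, or all replicates individually reaching that 30% level; inactive means mean below 30% and not every replicate reaching it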;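 further: 0% = neutral control wells and 100% = L-leucinethiol positive control wells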
Target sequence (Q9NZ08 whole entry, looked up): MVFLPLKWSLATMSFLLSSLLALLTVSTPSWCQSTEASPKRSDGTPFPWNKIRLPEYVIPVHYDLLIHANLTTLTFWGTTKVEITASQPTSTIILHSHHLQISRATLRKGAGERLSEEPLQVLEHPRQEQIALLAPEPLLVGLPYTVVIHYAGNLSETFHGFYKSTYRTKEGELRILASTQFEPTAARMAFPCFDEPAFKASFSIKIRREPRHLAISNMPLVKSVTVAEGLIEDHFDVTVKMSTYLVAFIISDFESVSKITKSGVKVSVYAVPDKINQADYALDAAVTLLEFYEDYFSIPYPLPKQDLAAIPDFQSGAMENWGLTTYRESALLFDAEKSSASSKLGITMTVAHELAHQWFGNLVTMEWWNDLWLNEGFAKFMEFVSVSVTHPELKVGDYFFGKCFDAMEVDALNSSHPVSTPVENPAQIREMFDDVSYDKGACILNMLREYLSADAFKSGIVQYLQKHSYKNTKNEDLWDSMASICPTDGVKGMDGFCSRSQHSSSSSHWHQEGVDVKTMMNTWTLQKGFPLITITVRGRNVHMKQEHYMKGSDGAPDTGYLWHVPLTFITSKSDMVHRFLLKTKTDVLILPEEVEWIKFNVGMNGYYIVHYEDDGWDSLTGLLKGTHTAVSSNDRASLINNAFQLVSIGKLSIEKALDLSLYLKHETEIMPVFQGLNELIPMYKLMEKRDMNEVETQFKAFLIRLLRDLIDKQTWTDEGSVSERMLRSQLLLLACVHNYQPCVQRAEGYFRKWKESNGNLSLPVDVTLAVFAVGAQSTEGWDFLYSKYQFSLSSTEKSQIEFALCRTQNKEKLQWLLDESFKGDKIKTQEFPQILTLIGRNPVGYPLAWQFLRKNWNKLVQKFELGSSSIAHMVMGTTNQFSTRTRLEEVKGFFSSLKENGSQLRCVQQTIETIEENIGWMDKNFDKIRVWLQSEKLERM
LGR2 antag – Drosophila LGR2 receptor signaling inhibition; HEK293 LGR2, CRE-luciferase, bursicon-stimulated, 4 h; inhibition, % at 9.99 µM; 380,000 tested, 0.35% active; AID 720647;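 active means drop in luminescence signal, shown as inhibition above about 50% in the replicate tests, limit read from the data, passing the limit was not always enough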;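 further: agonist challenge used bursicon conditioned medium at about half maximal strength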
PglD DTNB – PglD (C. jejuni) enzyme inhibition | purified PglD enzyme, DTNB colorimetric CoA detection | inhibition, % at 12.5 µM | 360,000 tested, 0.098% active | AID 602405; in the data active means inhibition above about 16%, passing the limit was not always enough; further: strong numbers were not always called active
S100A4 inh HTS – blocks human S100A4 binding to myosin IIA peptide | S100A4/TAMRA-MyoIIA peptide fluorescence polarization | inhibition, % at 10.7 µM | 360,000 tested, 0.14% active | AID 652163;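 active means mean inhibition of at least 70% across replicates, with every replicate also reaching that level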
Target sequence (P26447 whole entry, looked up): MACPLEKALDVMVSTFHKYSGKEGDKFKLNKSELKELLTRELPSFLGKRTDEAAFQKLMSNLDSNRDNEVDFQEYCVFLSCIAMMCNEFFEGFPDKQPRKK
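incubation = readout 5 min after mixing, signal stable up to 60 min | system = S100A4 monomer protein | buffer or medium = HEPES pH 7.2 with CaCl2, KCl, NaCl, DTT, Triton | benchmarks = neutral control DMSO, positive control TFP | also added = fluorescent myosin IIA peptide, 5 nM | compound dosing = one concentration per compound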
PGC1a acetyl inh – PGC1a acetylation modulation, inhibitor mode; inhibition, % at 15.6 µM; 350,000 tested, 0.17% active; U2OS PGC1a acetylation, AlphaScreen anti-acetyl-lysine; with virally co-expressed GCN5 acetyltransferase;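 active means every replicate shows inhibition of at least 40%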;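 further: 0% = neutral control wells and 100% = positive control wells; some results beyond the cut were filed as inactive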
* marks the source's active call; other numbers are inactive results; x = not tested or not shown.

SMILES	PAX8 inh HTS	EWS-Fli inh	FN deposit inh	ERAP1 inh	LGR2 antag	PglD DTNB	S100A4 inh HTS	PGC1a acetyl inh
COc1ccc(CN2CCCCCC2)cc1	-4.7	10.1	2.9	-2.2	10.3	-0.5	0.4	8.2
CC(=O)Nc1cccc(NC(=O)C2C3C=CC(C3)C2C(=O)O)c1 (stereo unspecified)	-5.6	4.2	2.7	-0.5	18.7	0.3	-4.1	-1.4
O=C(Cn1nc(-c2ccccc2)c2ccccc2c1=O)NCCO	18.2	-1.6	2.8	2.5	-14.3	-0.6	-1.0	2.4
c1nc(NC2CCCCC2)c2[nH]cnc2n1	-45.7	x	5.7	x	x	1.0	x	6.0
O=C(CCN1C(=O)/C(=C/c2ccc3c(c2)OCO3)SC1=S)Nc1ccc(C(=O)O)cc1	19.0	-4.6	-2.0	0.8	-3.5	-1.4	19.6	-1.0
COc1cccc(-c2ccc3c(c2)C2CC3CCN2C(=O)c2ccc(Cl)cc2)c1 (stereo unspecified)	4.6	2.7	x	-4.7	-1.9	1.5	-2.0	11.9
COc1cccc(NC(=O)CN(C)C(=O)CN2C(=O)NC3(CCCC3)C2=O)c1	-0.1	-5.8	0.1	0.5	18.4	0.6	1.9	-0.1
O=C(C1CCCCC1)N1C[C@@H]2[C@H](c3ccccc31)[C@H](CO)N2C(=O)c1ccccc1F	-19.6	-3.8	x	0.5	1.6	3.6	-6.8	-3.5
O=C(O)CN1C(=O)/C(=C/C=C/c2ccccc2)SC1=S	-26.2	-23.9	-7.2	3.6	-5.2	x	-5.5	x
CO[C@H]1CN(C)C(=O)c2cc(NS(C)(=O)=O)ccc2OC[C@H](C)N(C(=O)c2ccc3c(c2)OCO3)C[C@H]1C	-18.0	6.2	0.2	5.8	-5.2	3.0	10.3	-0.9
C[C@@H]1CN([C@H](C)CO)C(=O)c2cccc(NC(=O)Nc3ccc(C(F)(F)F)cc3)c2O[C@@H]1CN(C)S(=O)(=O)c1cccs1	x	1.7	x	-0.4	2.1	-0.6	-24.1	11.8
COc1ccc(CCNC(=O)c2ccc(CS(=O)Cc3ccc(Cl)cc3)o2)cc1OC (stereo unspecified)	12.0	x	6.1	1.7	2.5	-3.2	2.9	0.0
CCCCOc1ccc(C(=O)N2CCN(c3ncccn3)CC2)cc1	2.8	2.3	2.4	-0.3	1.7	3.5	-0.8	x
Cc1cccc(S(=O)(=O)N[C@@H]2CC[C@H](CCNS(=O)(=O)c3ccccc3F)O[C@@H]2CO)c1	15.3	-5.1	-1.3	1.2	20.3	-1.7	2.1	21.9
Cc1ccc(S(=O)(=O)c2cc(C)cc(S(=O)(=O)Nc3ccc(C(=O)O)cc3)c2C)cc1	-18.3	3.2	-4.2	-1.7	-1.3	-4.3	-17.9	x
C[C@H](CO)N1C[C@H](C)[C@H](CN(C)S(=O)(=O)c2ccc(Cl)cc2)OCCCC[C@H](C)Oc2ccc(NS(C)(=O)=O)cc2C1=O	1.9	-2.3	x	-1.4	17.2	-2.4	9.6	12.4
COCc1cn(CC(C)n2c(=O)c3ccccc3n2Cc2cc(C(C)C)no2)nn1 (stereo unspecified)	1.9	-1.2	9.9	-2.5	13.6	x	-1.3	x
COc1cccc(/C=N/NC(=O)CNC(=O)/C=C\c2ccccc2)c1O	16.1	17.6	3.7	-0.3	-25.8	-3.0	1.2	9.6
COc1ccc2c3c(n(C)c2c1)[C@H](CO)N(C)CC31CN(S(=O)(=O)c2cccc(C)c2)C1	x	9.0	11.9	0.4	-37.0	x	8.9	x
COc1ccc(Br)cc1CNc1ccc(O)cc1	23.2	x	-3.6	x	x	4.8	x	5.5
CNC(=S)N(Cc1cccs1)Cc1cc2cc(OC)c(OC)cc2[nH]c1=O	12.0	4.1	6.1	0.8	-3.5	3.0	-4.4	0.0
O=C1C=CC2C(c3ccc4c(c3)OCO4)CC1N2Cc1ccccc1 (stereo unspecified)	-2.6	x	-3.6	x	8.4	-4.2	x	6.7
Cc1cccc(C)c1-n1nnnc1-c1nc2cc(Br)ccc2[nH]c1=O	-8.1	10.6	x	x	5.8	x	0.5	x
C[C@@H]1CN([C@@H](C)CO)C(=O)c2cc(NC(=O)c3ccccc3)ccc2O[C@@H](C)CCCCO[C@H]1CN(C)C(=O)NC1CCCCC1	18.0	5.0	-34.7	x	-1.6	1.2	x	4.2
COc1ccc(NC(=O)C2c3ccccc3OCC(=O)N2Cc2cccnc2)cc1 (stereo unspecified)	-4.5	4.5	6.0	-2.5	-4.9	x	3.3	x
(further entries)
SMILES	PAX8 inh HTS	EWS-Fli inh	FN deposit inh	ERAP1 inh	LGR2 antag	PglD DTNB	S100A4 inh HTS	PGC1a acetyl inh
CCOC(=O)C1=C(CCc2ccccc2)NC(=O)NC1c1cccc([N+](=O)[O-])c1 (stereo unspecified)	5.4	12.1	16.4	-2.4	7.7	3.2	0.9	-17.5
C[C@@H]1CN([C@@H](C)CO)C(=O)c2cccc(NC(=O)C3CC3)c2O[C@H]1CN(C)Cc1ccncc1	-13.3	-1.1	x	-2.0	-4.9	-0.7	-4.2	x
CC(C)n1nnnc1SCC(=O)N1CCN(C(=O)c2ccco2)CC1	10.3	x	-4.8	x	x	-1.5	x	-4.3
CN(Cc1cnn(C)c1)S(=O)(=O)c1cccc([N+](=O)[O-])c1	6.6	-25.4	-10.8	-2.3	-19.1	-3.6	-7.2	x
COc1ccc(NC(=O)CO/N=C2/CCCc3nonc32)c(OC)c1	-2.1	-2.4	x	4.1	-4.2	x	-3.8	-0.5
Cc1ccc(S(=O)(=O)NCC(=O)OCC(=O)Nc2ccc(C)c(S(=O)(=O)N3CCOCC3)c2)cc1	-3.0	9.8	-9.2	2.2	-21.2	-0.7	-2.6	x
C[C@H]1CN([C@@H](C)CO)C(=O)c2cccc(NC(=O)Nc3cccc4ccccc34)c2O[C@H]1CN(C)C(=O)Nc1ccc(F)cc1	38.6	2.5	12.3	-2.1	11.6	-2.1	4.2	3.5
CCN(CC)S(=O)(=O)c1ccc(N2CCOCC2)c(NC(=O)c2cc3ccccc3oc2=O)c1	10.3	4.6	-2.4	-2.5	15.1	-3.3	-4.0	-8.4
Cc1cc(F)ccc1C(O)c1ncc(-c2ccc(Oc3ccccc3)cc2)[nH]1 (stereo unspecified)	3.1	4.5	-7.1	-1.3	6.0	-5.8	-1.3	x
Cc1nc(-c2ccc(F)cc2)c(CC(=O)N(C)CC(=O)Nc2ccccc2Br)s1	11.4	12.4	2.1	3.7	6.6	-1.2	1.4	-19.9
CC(=O)Nc1ccc(S(=O)(=O)N(C)CC(=O)N/N=C/c2ccc(C(=O)O)cc2)cc1	-13.3	-14.1	-1.5	-6.6	17.4	1.4	-4.7	4.3
Cc1ccc(S(=O)(=O)N[C@H]2CC[C@@H](CCn3cc(C4CCCC4)nn3)O[C@@H]2CO)cc1	33.2	15.7	4.1	1.1	-10.4	2.2	1.3	-5.4
CCOc1ccc(CCNC(=O)c2cc3ccccn3n2)cc1OCC	-6.6	2.1	11.2	2.6	x	-2.9	5.9	x
NN1C(=O)/C(=C\c2ccco2)SC1=S	-14.9	2.2	0.2	x	x	-0.7	0.4	-2.1
O=C(c1cccs1)N(Cc1ccc(Cl)cc1)C1CCS(=O)(=O)C1 (stereo unspecified)	5.0	-1.6	9.4	-4.0	8.4	-2.8	3.1	-16.6
COc1ccc(C(=O)C2CCCN(Cc3c[nH]c4ccccc34)C2)c(OC)c1 (stereo unspecified)	11.8	3.4	6.7	-3.6	20.2	x	-4.3	x
O=C(c1ccc(-c2ccc([N+](=O)[O-])cc2)o1)N1CCCCC1	-184.5	-17.9	-7.7	4.0	-25.8	-2.1	2.4	-3.6
Cc1ccc(S(=O)(=O)N2C3C=CC(C3)C2C(=O)O)cc1 (stereo unspecified)	-4.9	-0.6	-4.4	x	-18.8	6.2	-0.6	-3.2
CNC(=O)CN(c1ccc(Oc2ccccc2)cc1)S(=O)(=O)c1ccc(C)cc1	0.6	-3.9	-3.8	1.7	-1.9	3.0	0.3	-3.8
C[C@H]1CN([C@@H](C)CO)C(=O)Cc2cc(NC(=O)c3ccncc3)ccc2O[C@@H]1CN(C)Cc1ccc(-c2ccccc2)cc1	-4.1	-2.7	x	4.5	0.4	11.2	3.4	-4.5
Cc1ccccc1-n1ncc2c1CC(C)(C)CC2NC(=O)CN1CCCC1=O (stereo unspecified)	-1.9	x	-2.1	-2.7	-8.2	-6.1	-4.0	x
CC(C)C(NC(=O)c1ccccc1F)C(=O)NCCc1ccccn1 (stereo unspecified)	4.0	5.4	x	1.3	22.3	-0.4	1.6	x
Cc1noc(C)c1S(=O)(=O)Nc1ccc2c(c1)CC(=O)N([C@@H](C)CO)C[C@H](C)[C@@H](CN(C)Cc1ccc(Cl)c(Cl)c1)O2	0.8	-5.1	-3.4	-0.3	4.6	-1.7	18.7	-0.1
COCC(=O)N(C)C[C@@H]1Oc2ncc(C#Cc3ccncc3)cc2C(=O)N([C@H](C)CO)C[C@@H]1C	x	-9.3	1.7	0.8	-21.2	0.5	2.4	-8.5
Cc1cccnc1NC(=O)CN1C(=O)COc2ccc(Cl)cc21	11.1	-11.1	-0.9	-2.7	-5.5	11.5	-17.2	4.0
The list continues:
SMILES	PAX8 inh HTS	EWS-Fli inh	FN deposit inh	ERAP1 inh	LGR2 antag	PglD DTNB	S100A4 inh HTS	PGC1a acetyl inh
COc1ccc(NC2CCCN(C(=O)c3c(C)noc3C)C2)cc1 (stereo unspecified)	7.4	x	x	0.3	6.9	2.9	-0.2	1.8
COc1c(C)cc(C(=O)C2CCCN(C(=O)C3=C(C)OCCO3)C2)cc1C (stereo unspecified)	22.2	2.3	8.1	-3.8	-20.2	8.3	-0.1	0.2
Cc1ccc(C)c(NC(=O)CCC(=O)NNS(=O)(=O)c2ccc(Cl)cc2)c1	0.7	-1.4	4.8	0.7	2.9	-0.6	20.2	-9.1
Cc1cc(N)n(-c2ncnc3scc(-c4ccc(Cl)cc4)c23)n1	5.9	x	-9.3	x	x	-0.9	x	-9.6
NCCc1nnc(SCc2ccccc2F)o1	15.8	x	-4.8	x	x	-0.9	x	0.6
C[C@@H]1CN([C@H](C)CO)C(=O)c2cc(NC(=O)Nc3ccc4c(c3)OCO4)ccc2O[C@H]1CN(C)Cc1ccc(C(=O)O)cc1	x	-5.9	x	1.1	-3.2	1.5	-18.0	3.1

Given as a markdown table: 2 of the compounds above.
| SMILES | PAX8 inh HTS | EWS-Fli inh | FN deposit inh | ERAP1 inh | LGR2 antag | PglD DTNB | S100A4 inh HTS | PGC1a acetyl inh |
| --- | --- | --- | --- | --- | --- | --- | --- | --- |
| COc1ccc(NC2CCCN(C(=O)c3c(C)noc3C)C2)cc1 (stereo unspecified) | 7.4 | x | x | 0.3 | 6.9 | 2.9 | -0.2 | 1.8 |
| COc1c(C)cc(C(=O)C2CCCN(C(=O)C3=C(C)OCCO3)C2)cc1C (stereo unspecified) | 22.2 | 2.3 | 8.1 | -3.8 | -20.2 | 8.3 | -0.1 | 0.2 |

As a short view, part of the list above:
SMILES	PAX8 inh HTS	EWS-Fli inh	FN deposit inh	ERAP1 inh	LGR2 antag	PglD DTNB	S100A4 inh HTS	PGC1a acetyl inh
Cc1ccc(C)c(NC(=O)CCC(=O)NNS(=O)(=O)c2ccc(Cl)cc2)c1	0.7	-1.4	4.8	0.7	2.9	-0.6	20.2	-9.1
Cc1cc(N)n(-c2ncnc3scc(-c4ccc(Cl)cc4)c23)n1	5.9	x	-9.3	x	x	-0.9	x	-9.6
NCCc1nnc(SCc2ccccc2F)o1	15.8	x	-4.8	x	x	-0.9	x	0.6
C[C@@H]1CN([C@H](C)CO)C(=O)c2cc(NC(=O)Nc3ccc4c(c3)OCO4)ccc2O[C@H]1CN(C)Cc1ccc(C(=O)O)cc1	x	-5.9	x	1.1	-3.2	1.5	-18.0	3.1
